# Bioassay records from PubChem BioAssay.
# Rab2A wt mod: changes GTP binding to wildtype dog Rab2A, up or down; GTP binding activity, % at 10 µM; hit rate 0.19% among 190,000; GST-Rab2 wt beads, Bodipy-GTP binding, flow cytometry; P61105;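 active means GTP binding activity at least 20 points away from 100%, either lowered or raised; inconclusive means signal likely due to the compound's own green fluorescence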;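 further: 0% = beads with excess unlabeled GTP and 100% = no-compound control corrected for plate trend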
# Rab7 wt GTP bind: alters GTP binding to wildtype dog Rab7. AID 758. GTP binding activity (percent of control), % at 10 µM. GST-Rab7 beads, fluorescent GTP binding, flow cytometry; actives lie on both sides; untreated = 100%, excess cold GTP = 0%. hit rate 0.055% among 190,000;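 active means fluorescent GTP binding to Rab7 beads changed by at least 20 points from the 100% baseline, either direction, mostly lower; inconclusive means compound itself probably fluorescent, or too few beads counted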;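 further: median green fluorescence of bound Bodipy-FL-GTP per Rab7 bead population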
# Mcl1-Bid inh: Mcl-1/Bid interaction inhibition. Q07820. TR-FRET Mcl-1/Bid-Dy647 peptide binding, 1536-well. inhibition, % at 21.7 µM. hit rate 0.97% among 220,000. AID 1021;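 active means compounds that cut the binding signal by more than half at the single screening dose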;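 further: His-tagged Mcl-1 with europium anti-His antibody binding Bid BH3 peptide; 0% = Mcl-1 plus peptide wells and 100% = peptide-only wells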
# Target sequence (Q07820 whole entry, looked up): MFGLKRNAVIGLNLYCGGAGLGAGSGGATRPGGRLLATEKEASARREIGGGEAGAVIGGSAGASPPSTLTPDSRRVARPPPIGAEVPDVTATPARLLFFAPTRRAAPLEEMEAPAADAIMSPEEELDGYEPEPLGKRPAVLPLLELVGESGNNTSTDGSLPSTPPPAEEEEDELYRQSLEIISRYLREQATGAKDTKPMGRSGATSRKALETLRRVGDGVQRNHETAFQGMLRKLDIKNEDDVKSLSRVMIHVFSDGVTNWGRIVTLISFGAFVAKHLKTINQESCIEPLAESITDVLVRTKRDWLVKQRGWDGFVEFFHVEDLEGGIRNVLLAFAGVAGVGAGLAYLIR
# Mcl-1 Bim block: disrupts Bim peptide binding to human Mcl-1; Q07820; Bead-based flow cytometry, Bim peptide-Mcl-1 binding; inhibition, % at 10 µM; hit rate 0.1% among 190,000; in the data active means inhibition above about 40%;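 further: 0% = no compound tracer wells and 100% = peptide blocker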
# Rac1 mut GTP: human Rac1 activated mutant GTP binding change | percent activity (GTP binding), % at 10 µM | AID 764 | GST-Rac1 activated beads, fluorescent GTP binding, flow cytometry; actives lie on both sides; 100% means binding = to untreated wells | P63000 | hit rate 0.11% among 190,000;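 active means GTP binding at least 20 percentage points away from the 100% baseline, in either direction, so actives lie on both sides; inconclusive means Compound likely fluorescent itself, or too few beads counted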
# Pf gametocyte: P. falciparum stage V gametocyte viability inhibition; inhibition, % at 10.9 µM; P. falciparum stage V gametocytes, ATP luminescence, 24 h; hit rate 0.065% among 150,000;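 active means inhibition above the mean plus 3 SD of compounds within the control limits, set per campaign, cut at about 38% in these data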;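 further: 0% = DMSO wells and 100% = medium only without gametocytes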
# Cdc42 wt GTP: changes GTP binding to wildtype human Cdc42. GST-Cdc42 beads, Bodipy-GTP binding, flow cytometry; actives lie on both sides. percent activity (GTP binding), % at 10 µM. hit rate 0.2% among 190,000. AID 761;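 active means percent activity GTP binding at least 20 points away from the 100% baseline, either down as inhibitor or up as activator; inconclusive means compound flagged as likely green fluorescent from well-wide comparison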;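 further: median bead fluorescence of bound Bodipy-FL-GTP at 100 nM; 0% = excess unlabeled GTP control and 100% = no compound control; below 100% means less GTP binding so inhibitor and above means activator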
# Target sequence (P60953 whole entry, looked up): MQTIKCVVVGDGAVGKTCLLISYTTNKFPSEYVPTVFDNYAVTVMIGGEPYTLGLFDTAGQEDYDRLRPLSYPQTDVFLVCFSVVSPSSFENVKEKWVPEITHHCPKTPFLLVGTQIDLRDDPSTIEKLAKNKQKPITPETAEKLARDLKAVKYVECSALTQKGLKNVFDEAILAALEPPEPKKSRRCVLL
# Avidin bead fluor: avidin bead compound fluorescence profile. Avidin beads, compound fluorescence 488/530 nm, flow cytometry; hits give high values. fluorescence (KMESF) at 10 µM. hit rate 0.38% among 220,000. AID 1775; in the data active means fluorescence above about 47; further: inactives centre near 10
# HRas wt GTP bind: human HRas wildtype GTP binding, change in either direction; P01112; GST-Ras wt beads, Bodipy-FL-GTP binding, flow cytometry; actives lie on both sides; GTP binding activity, % at 10 µM; hit rate 0.14% among 190,000;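 active means GTP binding activity at least 20% away from the 100% baseline, either lowered as inhibitor or raised as activator; inconclusive means flagged as likely green fluorescent, judged across all proteins in the well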;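 further: 0% = unlabeled GTP competition control and 100% = no-compound control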
# Target sequence (P01112 whole entry, looked up): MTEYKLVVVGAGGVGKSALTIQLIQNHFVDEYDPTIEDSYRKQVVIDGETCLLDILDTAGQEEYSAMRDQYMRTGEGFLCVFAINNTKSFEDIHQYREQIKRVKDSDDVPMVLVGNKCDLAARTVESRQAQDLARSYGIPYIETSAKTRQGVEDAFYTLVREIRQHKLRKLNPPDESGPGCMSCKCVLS
# Rac1 wt GTP bind: modulators of human Rac1 wildtype GTP binding; GST-Rac1 beads, fluorescent GTP binding, flow cytometry; actives lie on both sides; 0 = cold GTP competed, 100 = untreated; GTP binding activity (% of control), % at 10 µM; hit rate 0.27% among 190,000; AID 757;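 active means GTP binding activity at least 20 points away from the 100% control level, either lower or higher; inconclusive means compound flagged as likely green fluorescent, judged across all proteins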
# Mcl1-Noxa inh: disrupts binding of human Mcl-1 to Noxa peptide; Q07820; TR-FRET Mcl-1/Noxa peptide binding, 2 h; inhibition, % at 21.7 µM; hit rate 1.5% among 220,000; AID 1022;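 active means compounds that cut the protein-peptide binding signal by more than 50% relative to plate controls in a single-dose test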;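 further: His-tagged Mcl-1 with rhodamine Noxa BH3 peptide and terbium anti-His antibody; 0% = Mcl-1 plus Noxa peptide wells and 100% = peptide-only wells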
# Numbers without * were called inactive; ? = inconclusive; nt = no result given.
SMILES,Rab2A wt mod,Rab7 wt GTP bind,Mcl1-Bid inh,Mcl-1 Bim block,Rac1 mut GTP,Pf gametocyte,Cdc42 wt GTP,Avidin bead fluor,HRas wt GTP bind,Rac1 wt GTP bind,Mcl1-Noxa inh
O=[n+]1c2c(n([O-])c3c1CCCC3)CCCCC2,92,91,1,-3,91,-17,94,7,96,94,-1
CN(C)CCCN(C(=O)c1cccs1)c1nc(-c2ccccc2)cs1,102,102,-18,-1,100,23,104,27,104,98,18
CCCn1c(SCC(=O)NCCc2ccc(OC)c(OC)c2)nc2c1c(=O)n(C)c(=O)n2C,99,100,-5,0,98,8,101,7,100,103,4
Cn1cc(SCC(N)=O)c2ccccc21,97,93,-35,0,97,nt,97,4,96,101,7
O=C(c1nn2cccnc2c1Cl)N1CCN(c2ccccc2)CC1,107,101,-19,0,103,-9,106,15,106,111,8
O=C(Cc1cccs1)Nc1nncs1,100,104,-5,-1,97,nt,103,13,102,106,19
Cc1ccnc(SCC(=O)c2ccc(Br)cc2)c1C#N,99,102,-14,-3,101,7,103,13,100,104,0
CCOC(=O)c1ccc(NCc2nc3ccccc3n2C)cc1,95,96,-9,-2,92,nt,94,36,97,95,0
CC1CCCCN1C(=O)Cn1c(=O)n(-c2ccc(F)cc2)c(=O)c2sccc21 (centres undefined),99,95,-20,-1,95,-26,97,8,98,99,4
CCN1C(c2ccc(F)cc2)=CS/C1=C(\C#N)c1nnc2n1-c1ccccc1SC2,98,101,28,-3,98,nt,99,37,99,100,1
CCCC(=O)NC(NC(=S)Nc1c(C)n(C)n(-c2ccccc2)c1=O)C(Cl)(Cl)Cl (centres undefined),102,104,-4,-4,100,nt,105,5,102,105,12
Cc1cccc(-n2c(O)c(/C=N/NC(=O)c3ccccc3Cl)c3ccccc3c2=O)n1,98,98,-27,4,100,-19,103,10,99,104,33
COc1ccc(Br)cc1CNC(=O)Cc1c(C(=O)O)[nH]c2ccc(Cl)cc12,86,99,16,-3,87,-16,87,12,90,88,26
C/C(=N\NC(=O)c1cccc(N/N=C(\C)c2ccncc2)c1)c1ccncc1,96,100,-39,1,92,9,90,25,97,90,-9
Cc1c(NC(=S)NC(C)(C)C)c(=O)n(-c2ccccc2)n1C,99,100,-44,0,100,nt,101,15,99,101,4
CN(C[C@H](Cc1ccccc1)N(C[C@H](Cc1ccccc1)N(CC1(c2ccccc2)CC1)N=O)N=O)N=O,96,104,-6,-1,96,-7,94,4,97,98,-5
CC(NC(=O)c1cc2cc([N+](=O)[O-])ccc2oc1=O)C1CCCO1 (centres undefined),102,110,-1,-1,97,-1,100,9,98,98,3
CC(C)CN1CCN(Cc2cnc(-c3ccc(Cl)cc3)nc2)CC1CCO (centres undefined),97,96,-15,-2,98,9,99,10,99,103,-6
CC1Oc2ccccc2N(CC(=O)c2cccc(Cl)c2)C1=O (centres undefined),103,100,-1,-3,101,-29,103,33,101,108,-8
Cc1nn(Cc2ccc(Cl)cc2)c(C)c1NC(=O)CCCn1nc([N+](=O)[O-])c(Cl)c1C,99,101,2,0,99,nt,100,8,98,103,14
COC(=O)c1ccccc1NC(=O)NCc1ccc2c(c1)OCO2,94,93,7,-2,93,-36,98,11,95,95,8
COCc1cc(CN2CCCC(C(=O)c3cccc(C(F)(F)F)c3)C2)ccc1OC (centres undefined),95,96,-14,0,93,nt,97,1,97,96,-10
COC(=O)COc1ccc(NC(=O)C2CCCO2)cc1 (centres undefined),97,95,-4,-4,98,nt,98,11,96,98,nt
O=C(CSCc1ccc(Cl)cc1)N1CCCCC1,100,96,10,-3,102,nt,105,5,101,107,7
CCc1ccc(C(=O)c2cnc3ccc(OC)cc3c2N2CCN(CC)CC2)cc1,97,102,5,-1,95,nt,92,15,99,96,14
CCN1C(=O)c2cccc3c(S(=O)(=O)Nc4nc(C)cs4)ccc1c23,101,95,-39,0,100,nt,100,14,100,99,15
Cc1ccc2[nH]c(C(=O)O)c(-c3ccccc3)c2c1,93,94,-19,-3,95,1,96,32,95,97,-4
Cc1ccnc(NC(=O)c2cccc(NC(=O)Cc3ccccc3)c2)c1,98,103,-10,0,97,-37,98,12,99,99,17
CCNCc1nc2cc(OC)c(OC)cc2c(=O)[nH]1,97,93,-7,0,96,-7,102,10,97,100,16
COC(=O)c1ccc(N=C2S/C(=C\c3cc(C)n(-c4cccnc4)c3C)C(=O)N2C)cc1,97,93,-126,1,95,nt,98,11,98,97,-2
CCOC(=O)c1cc2c(ccn2C)n1Cc1ccccc1Cl,97,95,-13,-2,94,-1,99,11,98,97,23
COCCNC(=O)c1cc2cc(Br)cc(OC)c2oc1=O,97,96,-7,-2,95,nt,97,18,97,97,16
Cc1nc(-c2cccc(S(=O)(=O)N3CC(C)OC(C)C3)c2)cs1 (centres undefined),99,102,-12,0,102,nt,104,6,102,107,-3
C=CCn1c(SCCN2CCCCC2)nc2c1c(=O)[nH]c(=O)n2C,101,98,-33,0,100,nt,102,15,102,107,-2
CCc1[nH]c(=S)c(C#N)c2c1CCCC2,98,99,-10,-12,98,6,104,9,99,101,59*
O=C(Nc1ccc(N2CCN(C(=O)c3ccco3)CC2)cc1)c1ccccc1F,97,96,-50,0,96,-9,97,20,97,96,21
COc1ccc(Cn2cnc3sccc3c2=O)cc1,101,97,-11,-2,100,nt,107,8,104,102,3
CCN(CC)CCN1C(=O)C(=O)/C(=C(/O)c2ccc(OC)c(OC)c2)C1c1ccccn1 (centres undefined),103,103,-23,2,98,nt,104,14,102,105,8
O=S(=O)(c1ccccc1)N1CCN(c2ncccn2)CC1,98,100,2,2,100,nt,102,7,100,105,-4
CC(Oc1ccc(Cl)cc1Cl)C(=O)Nc1cccc(O)c1 (centres undefined),96,90,-20,2,96,25,95,12,94,95,6
O=C(NCc1ccccc1)C1C(=O)N(Cc2ccccc2)C(=O)C1C1(O)CCCC1 (centres undefined),102,102,-9,0,103,-7,105,8,105,112,13
Fc1ccc(-c2csc3nnc(SCc4cccnc4)n23)cc1,98,98,-8,2,98,nt,100,8,99,103,-1
CCOC(=O)N1CCC(N(CCN(C)C)C(=S)Nc2cccc(Cl)c2C)CC1,102,97,-27,-2,100,nt,99,18,103,106,2
CCCCCOC(=O)CSc1nc2c(c(=O)[nH]c(=O)n2C)n1CCc1ccccc1,100,104,0,-3,99,1,99,10,98,90,13
CCOc1ccc2nc(SCc3ccc(CC(=O)O)cc3)c(C#N)cc2c1,74*,88,-7,3,76*,-5,71*,10,84,82,29
COc1cc(OC)nc(NC(=O)CS(=O)(=O)c2ccccc2)n1,97,98,-9,0,100,nt,100,9,102,106,9
CCc1[nH]nc2c1C1(CCN(C(=O)c3ccccc3)CC1)C(C#N)=C(N)O2,100,99,-1,-4,100,-8,100,16,100,106,12
COCCC(=O)N1CCCC(C(=O)c2ccc3c4c(cccc24)CC3)C1 (centres undefined),93,98,-18,-1,94,-9,91,12,96,99,18
Cc1cccc(NC2=NCC(=O)N2Cc2ccccc2)c1,?,?,14,-4,?,nt,?,15,?,?,35
O=C(c1cc([N+](=O)[O-])ccc1N1CCOCC1)N1CCCC1,97,99,4,0,98,nt,101,1,99,102,4
Cc1nn(CC(=O)c2ccccc2Cl)c(C)c1[N+](=O)[O-],97,98,-19,-1,95,-2,93,11,97,101,11
Cc1ccc(C(=O)OCC(=O)NCc2cccs2)cc1,98,99,-5,-3,96,nt,101,13,97,102,-4
COc1ccc(CN2C3CCCC2CC(NC(=O)Nc2ccccc2C)C3)cc1 (centres undefined),103,97,0,-3,101,nt,104,8,100,106,11
COc1cc(Br)cc(C=Nc2cccc(C(F)(F)F)c2)c1O,94,96,-54,-3,96,-10,96,13,96,94,35
COC(=O)CNC(=O)CN1C(=O)N(c2cccc(Cl)c2)C(N(O)C(=O)Nc2cccc(Cl)c2)C1(C)C (centres undefined),98,97,5,-2,99,-8,101,12,99,97,12
CCN(CC)c1ccc(/C=N/NC(=O)CNC(=O)c2ccccn2)cc1,100,93,-14,0,94,nt,101,8,96,99,43
Cc1nc2ccc(-c3nc4ccccc4[nH]3)cc2[nH]1,94,94,-3,5,90,-17,92,6,92,84,24
CC(C)Nc1nnc(SC(C)C(=O)NCc2ccc3c(c2)OCO3)s1 (centres undefined),94,99,-13,-4,93,6,90,9,93,93,15
COCCn1nnnc1C(c1ccccc1Cl)N1CCN(c2ccccc2OC)CC1 (centres undefined),99,99,-20,-5,97,-16,100,10,98,101,31
CC(C)(C)OC(=O)CN1C(=O)C(Sc2n[nH]c(-c3ccccc3)n2)CCc2ccccc21 (centres undefined),96,98,24,0,97,5,96,5,98,98,7

# Remaining list, next part.
SMILES,Rab2A wt mod,Rab7 wt GTP bind,Mcl1-Bid inh,Mcl-1 Bim block,Rac1 mut GTP,Pf gametocyte,Cdc42 wt GTP,Avidin bead fluor,HRas wt GTP bind,Rac1 wt GTP bind,Mcl1-Noxa inh
COc1ccc(-c2nc(N=Nc3ccc(O)cc3)n[nH]2)cc1,91,96,-32,0,96,-21,99,11,94,95,4
CSc1cccc(CN2CCN(Cc3ccccc3)C(CCO)C2)c1 (centres undefined),95,96,-25,-1,94,8,96,10,95,95,8
CC1=C(C(=O)Nc2ccccn2)C(c2ccc(F)cc2)n2ncnc2N1 (centres undefined),101,103,-5,3,98,-1,98,9,101,101,-5
O=C(CSc1nnc(-c2ccccn2)n1Cc1ccccc1)N1CCCC1,98,94,-2,16,96,-31,96,6,96,102,1
CN(CC(=O)Nc1ccc(Cl)c(Cl)c1)C(=O)C12CC3CC(CC(C3)C1)C2,98,98,-33,-3,97,-4,94,14,99,103,13
COC(C(=O)Nc1ccc(S(=O)(=O)N2CCCCC2)cc1)c1ccccc1 (centres undefined),98,100,13,0,98,21,97,9,100,99,0
CCc1cccc(NC(=O)CS(=O)Cc2nc(-c3ccc(C)cc3)oc2C)c1 (centres undefined),102,101,-4,2,98,nt,102,8,99,103,19
Cn1c(=O)n(C)c2cc([N+](=O)[O-])c(N3CCN(C(=O)c4ccccc4Br)CC3)cc21,89,94,6,-1,90,nt,88,6,88,91,8

# Quoted at random: 2 records from the list.
SMILES,Rab2A wt mod,Rab7 wt GTP bind,Mcl1-Bid inh,Mcl-1 Bim block,Rac1 mut GTP,Pf gametocyte,Cdc42 wt GTP,Avidin bead fluor,HRas wt GTP bind,Rac1 wt GTP bind,Mcl1-Noxa inh
Cn1c(=O)n(C)c2cc([N+](=O)[O-])c(N3CCN(C(=O)c4ccccc4Br)CC3)cc21,89,94,6,-1,90,nt,88,6,88,91,8
CCc1cccc(NC(=O)CS(=O)Cc2nc(-c3ccc(C)cc3)oc2C)c1 (centres undefined),102,101,-4,2,98,nt,102,8,99,103,19
